Compound activity as filed in PubChem BioAssay.
POLK inh = DNA polymerase kappa (human) inhibition; Q9UBT6; Potency, µM (top dose mostly 107 µM), inactives show top-dose activity, negative = inhibition, actives largely listed as inhibitors; AID 588579; purified Pol kappa, fluorescent DNA synthesis assay, 10 min; actives 0.53% (n = 400,000); also: potency is read from the fitted curve at half-maximal effect; % is scaled to controls: 0 for no effect and ±100 for the full control effect
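10 nM Pol kappa preincubated 15 min at room temperature with compounds, then reaction started with substrate at 50 nM final. Fluorescence read kinetically at 0 and 10 min; buffer-only wells served as negative control.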
APEX1 inh = blocks human APE1 abasic DNA cleavage; Potency, µM (top dose mostly 65.8 µM), inactives show at the top dose activity change, negative = inhibition, most hits filed as inhibitors; actives 0.35% (n = 350,000); recombinant APE1, TAMRA/BHQ-2 abasic DNA cleavage fluorescence; P27695; AID 2517;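 also: potency is read from the fitted curve at half-maximal effect; plate controls were vehicle for no effect and reference inhibitor for full effect; nearly all actives have a fitted effect of over 55% in size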
Target sequence (P27695 whole entry, looked up): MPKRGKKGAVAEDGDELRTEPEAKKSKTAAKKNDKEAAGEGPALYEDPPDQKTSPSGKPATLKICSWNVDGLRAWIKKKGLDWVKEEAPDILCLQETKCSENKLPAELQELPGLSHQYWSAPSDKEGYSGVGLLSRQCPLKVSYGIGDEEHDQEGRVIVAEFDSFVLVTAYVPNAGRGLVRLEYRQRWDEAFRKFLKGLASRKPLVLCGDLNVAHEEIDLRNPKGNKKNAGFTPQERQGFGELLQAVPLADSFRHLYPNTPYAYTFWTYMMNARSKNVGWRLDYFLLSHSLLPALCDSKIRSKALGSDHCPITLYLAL
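Incision of a quenched TAMRA/BHQ-2 THF abasic-site duplex (50 nM) by 0.75 nM APE1, after 15 min compound preincubation, measured as fluorescence increase over three 60 s reads. Values normalized to buffer, DMSO and NSC13755 control wells.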
POLI inh = blocks human DNA polymerase iota activity. AID 588590. Potency, µM (highest dose often 115 µM), without a hit: at the top dose activity, negative = inhibition, hits mostly inhibitors. Pol iota fluorescent replication assay, 10 min. actives 1% (n = 390,000). Q9UNA4; also: potency is read from the fitted curve at half-maximal effect
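Pol iota at 10 nM preincubated 15 min with compounds at room temperature; reaction started with fluorescent substrate, 50 nM final. Fluorescence read kinetically at 0 and 10 min; buffer-only wells as negative control.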
Anesthetic bind = candidate novel general anesthetic via apoferritin binding; P02791; apoferritin/1-aminoanthracene competitive binding, fluorescence; AID 485281; Potency, µM (highest dose often 77.5 µM), for the others: top-dose activity change, negative = displacement, most hits filed as inhibitors; actives 0.074% (n = 350,000); also: potency is read from the fitted curve at half-maximal effect; % is scaled to controls: 0 for no effect and ±100 for the full control effect; nearly all actives have a fitted effect of over 20% in size
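10 uM apoferritin + 50% sat. 1-AMA, PBS; cpd 10 min RT; Ex380/Em535 endpoint; normalized to free probe vs complex; 4-param Hill fit; propofol titration as pos. ctrl.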
Pol beta inh = blocks human DNA polymerase beta activity; Pol beta primer extension/strand displacement, fluorescence kinetic; Potency, µM (top dose mostly 114 µM), for the others: top-dose activity change, negative = inhibition, usual class: inhibitors; actives 1.3% (n = 340,000); P06746; also: potency is read from the fitted curve at half-maximal effect; % is scaled to controls: 0 for no effect and ±100 for the full control effect
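Reaction started by 50 nM substrate onto compound-treated Pol beta (10 nM, 15 min preincubation, room temperature); plates read at 0 min and 10 min. Normalized concentration-effect data fitted by four-parameter Hill equation.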
BLM inh = blocks DNA unwinding by human BLM helicase; P54132; recombinant BLM DNA unwinding, fluorescence dequenching; Potency, µM (doses to about 56.1 µM), inactives show at the top dose activity change, negative = inhibition, actives largely listed as inhibitors; actives 0.2% (n = 350,000);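 also: potency is read from the fitted curve at half-maximal effect; plate controls were vehicle for no effect and no enzyme for full effect; nearly all actives have a fitted effect of over 35% in size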
POLH inh = DNA polymerase eta (human) inhibition; recombinant Pol eta, fluorescent DNA replication assay; Potency, µM (series often up to 114 µM), without a hit: top-dose activity change, negative = inhibition, actives largely listed as inhibitors; actives 1.2% (n = 390,000); Q9Y253; also: potency is read from the fitted curve at half-maximal effect; % is scaled to controls: 0 for no effect and ±100 for the full control effect
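Pol eta at 10 nM preincubated with compounds 15 min at room temperature; reaction started with fluorescent substrate (50 nM final) and read kinetically at 0 and 10 min.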
Tb PGK inh = T. brucei PGK inhibition | actives 0.043% (n = 380,000) | PGK/GAPDH coupled, Kinase-Glo luminescence, 60 min | P07378 | AID 602233 | Potency, µM (doses to about 57.5 µM), for the others: top-dose activity change, negative = inhibition, actives largely listed as inhibitors; also: potency is read from the fitted curve at half-maximal effect; % is scaled to controls: 0 for no effect and ±100 for the full control effect; nearly all actives have a fitted effect of over 60% in size
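Luminescent ATP detection (Kinase-Glo Plus) follows a 60-minute room-temperature incubation, with wells lacking PGK as controls. Buffer: 100 mM TEA (pH 7.6), 5 mM MgCl2, 0.01% Tween-20. Coupling enzyme GAPDH (100 nM final) supplies unstable 1,3-BPG in-well.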
RXFP1 antagonist = blocks the human relaxin receptor RXFP1. HEK293-RXFP1, relaxin-stimulated cAMP HTRF, 30 min; active compounds read low. activity change, negative = inhibition, % at 57.5 µM. actives 0.59% (n = 350,000). AID 1259400;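 active = activity change of -60% or lower, but not beyond a set lower limit; inconclusive = change between -60% and -40%, or beyond the set limit; inactive = change above -40%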; also: % is scaled to controls: 0 for no effect and ±100 for the full control effect
Target sequence (Q9HBX9 whole entry, looked up): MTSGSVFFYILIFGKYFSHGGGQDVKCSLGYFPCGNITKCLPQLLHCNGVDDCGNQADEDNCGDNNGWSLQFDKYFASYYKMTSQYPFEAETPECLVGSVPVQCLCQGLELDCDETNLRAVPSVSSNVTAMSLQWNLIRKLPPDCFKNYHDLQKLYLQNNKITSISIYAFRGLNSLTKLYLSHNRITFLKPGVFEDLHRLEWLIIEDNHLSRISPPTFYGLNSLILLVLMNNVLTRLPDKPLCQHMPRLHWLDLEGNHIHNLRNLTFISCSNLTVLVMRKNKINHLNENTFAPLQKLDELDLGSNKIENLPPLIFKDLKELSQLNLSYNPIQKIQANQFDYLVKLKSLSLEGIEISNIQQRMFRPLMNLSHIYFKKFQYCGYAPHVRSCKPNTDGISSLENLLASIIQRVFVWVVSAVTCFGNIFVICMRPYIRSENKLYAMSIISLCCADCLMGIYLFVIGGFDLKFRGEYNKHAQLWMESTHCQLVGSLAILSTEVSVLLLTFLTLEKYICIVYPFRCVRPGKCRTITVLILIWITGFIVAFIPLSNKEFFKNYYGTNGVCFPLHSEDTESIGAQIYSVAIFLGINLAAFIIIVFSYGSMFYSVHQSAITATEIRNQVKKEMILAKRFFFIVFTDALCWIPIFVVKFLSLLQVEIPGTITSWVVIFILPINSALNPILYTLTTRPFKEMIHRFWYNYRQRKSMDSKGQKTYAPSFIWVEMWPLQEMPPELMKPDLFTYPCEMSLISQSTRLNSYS
* = called active by the depositor; i = inactive; ? = inconclusive; . = no result given; & = joins results of further samples; [ ] = remark or other dose. Unless noted, calls follow the shape of the dose curve; as a rule, active = well fitted curve in the direction sought with a large enough effect; inconclusive = small, poorly fitted or top-dose-only effect, or another doubt; inactive = no such curve, though single readings can be large; an effect the other way counts as inactive or inconclusive. An excerpt; rates above refer to the full screens.

Molecule	POLH inh	APEX1 inh	POLI inh	BLM inh	RXFP1 antagonist	Tb PGK inh	POLK inh	Pol beta inh	Anesthetic bind
C=CCOC(=O)C1C(=O)CC(C)(O)C(C(=O)OCC=C)C1c1ccc(OCC)cc1 (stereo not given)	-14.8%	-0.3%	16.9%	-1.3%	-6.2	-1.8%	-12.5%	0.4%	-2.6%
Cc1ccc(C(=O)NC(=S)Nc2nc(-c3cccc([N+](=O)[O-])c3)cs2)c(Cl)c1	3.1%	-3.9%	62.4%[activator]	-6.7%	-89.3*	7.8%	-14.3%	41.4%	-2.7%
Clc1cccc(Cl)c1Cn1c(-c2cccnc2Cl)nc2ccccc21	-20.6%	-1.4%	5.6%	-3.0%	-7.6	11.4%	-1.5%	15.8%	?
O=CNCCCc1nc2ccccc2n1Cc1cccc2ccccc12	3.7%	3.5%	6.5%	0.7%	1.0	i	11.1%	4.1%	-15.7%
COc1cc(C2Nc3ccccc3C(=O)N2NS(C)(=O)=O)ccc1O (stereo not given)	-20.1%	-0.6%	84.2%[activator]	0.6%	6.4	-0.7%	-0.1%	-16.7%	25.1%
O=C(O)CC(NCc1ccco1)C(=O)Nc1cccc(O)c1 (stereo not given)	-16.7%	2.5%	-6.6%	-2.9%	-7.3	i	-18.0%	-5.4%	-9.5%
CC(C)(C)CC(=O)Nc1nnc(C(F)(F)F)s1	-1.1%	-9.3%	14.0%	-1.4%	5.0	2.8%	-5.4%	1.2%	-10.3%
O=C(CSC(=S)N1CCOCC1)Nc1nc(=O)c2ccccc2s1	.	15.3%	.	-0.6%	.	.	.	-16.0%	6.5%
O=C(OCCCc1ccncc1)c1ccc(S(=O)(=O)N2CCOCC2)cc1	-8.0%	-1.2%	25.9%	1.5%	-24.0	-3.7%	0.3%[60.1 µM]	27.3%	-13.2%
CN(CC(=O)Nc1ccc(Cl)c(C(F)(F)F)c1)C(=O)c1ccc2c(c1)NC(=O)CS2	-14.5%	38.5%	-15.0%	.	-9.4	-2.8%	-8.8%	.	.
Cc1ccc2nc(Nc3nc(-c4ccccc4)cc(=O)[nH]3)nc(C)c2c1	?	-2.3%	7.7%	1.5%	-5.5	5.4%	-0.1%	-20.3%	?
O=C1C=C(c2cc3ccccc3s2)C[C@@H](c2ccc3c(c2)OCO3)C1	-3.6%	-5.7%	1.3%	.	.	-2.3%	-6.0%	.	.
O=C(Nc1ccc(F)cc1F)c1ccc(-n2cccn2)c([N+](=O)[O-])c1	-13.6%	-3.3%	31.0%[activator]	-11.6%	-7.8	6.8%	0.1%	-5.9%	-11.5%
CC1CN(c2ncnc3c2c(-c2ccccc2)cn3-c2ccc(F)cc2)CC(C)O1 (stereo not given)	-24.0%	-1.6%	60.4%[activator]	-9.8%	-18.8	-9.4%	-10.2%	6.0%	-16.4%
COc1ccccc1C(=O)NC(=O)COC(=O)/C(=C/c1ccccc1)NC(C)=O	-4.0%	4.4%	21.4%	-4.3%	3.6	-1.0%	-1.2%	2.6%	-5.8%
CC(C)N1CCN(Cc2nc3ccccc3s2)CC1CCO (stereo not given)	-10.6%	-3.7%	100.4%[activator]	-1.3%	-2.9	-4.5%	-3.2%	16.8%	-9.3%
Oc1ccc(/C=N/Nc2cc(N3CCOCC3)nc(N3CCOCC3)n2)cc1O	?	-10.5%	?	-9.7%	19.5	-0.2%	-22.8%	?	-4.0%
CN(C)CCNC(=O)C1CC(=O)N(c2ccc(F)c(Cl)c2)C1 (stereo not given)	-13.6%	7.4%	13.4%	4.1%	9.5	9.3%	-9.0%	?	-2.0%
CCCC(NCC(O)COc1ccc(-c2ccccc2)cc1)c1ccccc1 (stereo not given)	-8.0%	10.6%	33.4%	-2.4%	-11.7	-3.5%	-7.1%	20.1%	-15.6%
O=C(CSc1nc2ccccc2[nH]1)N/N=C/c1ccco1	-12.7%	11.8%[12.4 µM]	24.5%	0.5%	-11.6	i	8.4%	4.0%	2.6%
COC(=O)C1=C(C(=O)OC)C2(OC1c1ccc(Br)cc1)C(=O)c1ccccc1C2=O (stereo not given)	-14.5%	-7.9%	8.0%	-4.2%	-9.7	4.1%	-1.1%	1.6%	-6.8%
Cc1cccc(N2CCN(C(=O)c3c4c(nc5ccccc35)C(=O)N(C3CCCCC3)C4)CC2)c1C	-23.5%	.	19.7%	-4.1%	-15.4	i	6.3%	-16.2%	-12.2%
COc1ccc(OCc2nn3c(-c4ccccn4)nnc3s2)cc1	11.1%	?	-22.9%[58.9 µM]	0.0%	2.3	-7.3%	-6.8%	0.7%	-17.2%
CCC1(CC)NC(=O)N(CC(=O)OC(C)C(=O)Nc2ccc(NC(C)=O)cc2)C1=O (stereo not given)	-2.1%	1.2%	51.8%[activator]	.	3.3	0.8%	-8.5%	.	.

Overlap with the part before: 2 entries, then new ones.
Molecule	POLH inh	APEX1 inh	POLI inh	BLM inh	RXFP1 antagonist	Tb PGK inh	POLK inh	Pol beta inh	Anesthetic bind
COc1ccc(OCc2nn3c(-c4ccccn4)nnc3s2)cc1	11.1%	?	-22.9%[58.9 µM]	0.0%	2.3	-7.3%	-6.8%	0.7%	-17.2%
CCC1(CC)NC(=O)N(CC(=O)OC(C)C(=O)Nc2ccc(NC(C)=O)cc2)C1=O (stereo not given)	-2.1%	1.2%	51.8%[activator]	.	3.3	0.8%	-8.5%	.	.
O=C(NCc1ccco1)c1c(F)cccc1Cl	-13.9%	0.9%	19.8%	-0.3%	5.0	-1.3%	-12.7%	-0.1%	0.3%
CCCCCCC[C@@H](C/C=C/CCC(=O)N(C)C/C(=C/Cl)C/C(=C\C(=O)N1CC(OC)=CC1=O)OC)OC	?	14.0%	?	.	.	-6.8%	3.4%	.	.
O=C(CN1C(=O)NC2(CCCC2)C1=O)Nc1cc(Cl)ccc1N1CCCCC1	-20.7%	-6.5%	-18.0%	-7.6%	-15.3	5.1%	-7.5%	-26.5%	?
O=C(OCc1cc([N+](=O)[O-])cc2c1OCOC2)c1cccnc1SC(F)F	-0.2%	4.5%	17.0%	.	-4.3	-0.1%	-1.0%	.	.
COc1ccccc1N1CCN(c2nc3c(S(=O)(=O)c4ccccc4)nnn3c3ccc(Cl)cc23)CC1	-12.6%	.	13.5%	-4.0%	-3.9	4.4%	7.6%	34.0%[activator]	2.3%
CCOC(=O)C1=C(N)OC2=C(C(=O)CCC2)C1c1cccs1 (stereo not given)	-12.0%	-1.1%	21.1%	-0.1%	6.9	i	-7.1%[60.1 µM]	6.5%	-21.5%
COc1ccccc1C(=O)NC(=O)COC(=O)c1ccc(C)o1	?	-27.6%	-3.9%	.	-2.9	-2.3%	-14.3%	.	.
CCCOC(=O)CSc1nc(N)c(C#N)c(CC)c1C#N	-5.4%	9.7%	-3.8%	-0.4%	7.4	-3.9%	1.5%	?	-12.9%
COc1ccc(-n2nnnc2-c2cnc3cc4c(cc3c2C)OCO4)cc1	-7.3%	-3.0%	8.4%	-7.9%	?	i	1.5%	-1.1%	-11.6%
CC(C)CCNC(=O)Cc1ccccc1[N+](=O)[O-]	-11.6%	?	-8.3%	3.3%	11.9	.	-3.5%	32.0%[activator]	-17.2%
Cc1ccc(NNC(=O)c2ccno2)cc1Cl	-7.8%	3.2%	-3.5%	-10.5%	1.2	i	-4.1%	3.1%	-13.6%
O=C(Nc1c(-c2cccs2)nc2ccccn12)c1ccc2ccccc2c1	.	-0.3%	.	-13.2%	.	.	.	-6.1%	-21.3%
O=C(Nc1ccc(CN2CCOCC2)cc1)c1ccc(-c2ccc(Br)cc2)o1	-12.0%	-1.9%	-8.4%	2.4%	-25.7	.	1.4%	1.9%	-17.5%
CCC(=O)Nc1ccc(Cl)c(NC(=O)c2cccnc2)c1	-5.6%	0.8%	-21.7%	2.3%	-8.7	i	-3.9%	3.5%	-0.9%
COc1n[nH]c(C(=O)Nc2cc(Cl)ccc2Cl)c1[N+](=O)[O-]	-3.6%	-6.0%	21.4%	0.9%	-15.9	-1.7%	-8.4%	7.8%	-6.1%
CCN(C1CCS(=O)(=O)C1)S(=O)(=O)c1ccc(Cl)s1 (stereo not given)	-5.0%	6.0%	-4.0%	.	0.0	-5.2%	-7.2%	.	.
Cc1ccc(CN2CCN(Cc3cccc(C)n3)CC2CCO)cc1 (stereo not given)	-0.3%	-0.2%	16.7%	-1.5%	0.5	0.0%	-9.7%	-13.1%	-9.8%
COc1ccc(Cc2n[nH]c(=O)c3ccccc23)cc1OC	-2.9%	-7.3%	6.3%	2.1%	-4.1	-1.4%	-7.2%	28.6%	-10.4%
O=C(Nc1cc(S(=O)(=O)N2CCCCC2)ccc1O)c1ccccc1NS(=O)(=O)c1ccc(F)cc1	-3.2%&-13.4%	-4.3%	-7.9%&-9.5%	-3.6%	-19.5&7.4	-0.3%&-2.3%	-5.4%&0.6%	-14.3%	-1.7%
COc1ccc(SCc2cc(=O)c3ccc(C)c(C)c3[nH]2)cc1	-3.7%	.	-13.6%	-1.6%	4.6	-6.2%	-6.4%[60.1 µM]	-0.6%	-8.9%
O=C(COC(=O)c1ccco1)Nc1ccc(Cl)cn1	-11.4%	3.1%	1.4%	.	-3.3	-3.3%	-10.9%	.	.
CN(C(=O)C1CCN(c2ncnc3c2nc2n3CCCCC2)CC1)C1CCCCC1	-12.6%	-5.0%	33.5%[activator]	-4.3%	16.0	-2.8%	19.5%	24.1%	3.8%
CCCc1cc(=O)[nH]c(SCc2ccccc2)n1	-1.8%	-1.2%	8.7%	-0.2%	5.9	5.2%	-4.9%	3.5%	-14.1%
CCN(CC)C(=O)CSc1nc2cc3c(cc2c(=O)n1CCCC(=O)NCc1ccc(OC)cc1)OCO3	-13.6%&-9.7%	-0.5%	171.7%&-5.3%[activator]	-1.6%&2.2%	8.7&3.1	-2.8%&13.6%	-6.6%	-1.7%&19.0%	-7.6%&-4.1%
COc1cccc(NC(=S)NNC(=O)c2ccccc2OC(F)F)c1	4.5%	3.2%	2.9%[58.9 µM]	1.0%	35.2	6.0%	-3.1%	39.6%	-13.5%
